Compound activity deposited in PubChem by National Center for Advancing Translational Sciences (NCATS).
SMN2 splice enh: enhancers of SMN2 splice variant expression; HEK293 SMN2-luciferase splicing reporter, luminescence, 30-36 h; Potency, µM (doses to about 46.1 µM), inactives show at the top dose activity change, positive = activation, actives largely listed as activators; 2.8% of 210,000 active; note: % of control where 0% means no effect; nearly all actives have a fitted effect of over 55% in size
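HEK293 cells carry an SMN2 minigene-luciferase reporter in which exon 7 inclusion puts luciferase in frame. Cells were seeded at 2000 cells/well, attached for 10-12 hours, then exposed to compounds for 30-36 hours at 37C before ONE-Glo luminescence.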
RECQ1 inh: inhibitors of human RECQ1 DNA helicase | Potency, µM (doses to about 57.3 µM), for inactives: top-dose activity, negative = inhibition, hits mostly inhibitors | 0.54% of 240,000 active | RECQ1 DNA unwinding, red fluorescence kinetic read | AID 2549;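 note: plate controls were vehicle for no effect and no enzyme for full effect; nearly all actives have a fitted effect of over 30% in size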
Target sequence (P46063 whole entry, looked up): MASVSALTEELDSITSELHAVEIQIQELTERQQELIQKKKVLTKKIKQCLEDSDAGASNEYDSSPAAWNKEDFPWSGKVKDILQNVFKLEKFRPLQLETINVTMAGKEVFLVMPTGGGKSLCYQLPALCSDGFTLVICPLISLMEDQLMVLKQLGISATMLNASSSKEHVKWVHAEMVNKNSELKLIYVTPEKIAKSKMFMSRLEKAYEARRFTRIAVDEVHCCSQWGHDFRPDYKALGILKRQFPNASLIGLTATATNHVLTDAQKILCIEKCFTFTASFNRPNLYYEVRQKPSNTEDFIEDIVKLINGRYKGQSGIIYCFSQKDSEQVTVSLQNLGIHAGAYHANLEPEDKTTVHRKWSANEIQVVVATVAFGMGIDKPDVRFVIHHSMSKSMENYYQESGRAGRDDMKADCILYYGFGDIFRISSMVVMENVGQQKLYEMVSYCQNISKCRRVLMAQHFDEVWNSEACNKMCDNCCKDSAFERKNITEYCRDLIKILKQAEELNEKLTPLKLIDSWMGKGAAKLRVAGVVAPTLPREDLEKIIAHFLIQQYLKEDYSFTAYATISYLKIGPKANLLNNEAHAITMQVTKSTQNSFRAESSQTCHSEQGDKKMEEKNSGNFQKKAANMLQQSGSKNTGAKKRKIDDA
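50 nM RECQ1T1 preincubated 15 min with compound in Tris pH 8.0 buffer with MgCl2, DTT, Tween-20 and 2.5 ug/ml poly(dI-dC); started with 200 nM TAMRA/BHQ-2 forked duplex and 2 mM ATP. Unwinding read as fluorescence (525/598 nm), two reads 2 h apart.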
Tau ThT inhib: tau fibrillization inhibition (ThT binding). recombinant tau K18 P301L (four-repeat tau fragment), heparin-induced fibrillization, ThT fluorescence. AID 1460. Potency, µM (doses to about 57.4 µM), for inactives: at the highest dose activity, negative = inhibition, actives largely listed as inhibitors. P10636. 2.1% of 270,000 active; note: % is set by controls: 0 for no effect and ±100 for the full control effect; nearly all actives have a fitted effect of over 55% in size
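Heparin-induced (20 uM) aggregation of recombinant human K18 P301L tau, 15 uM unlabeled with 0.24 uM labeled, pH 7 acetate buffer, 6 hr at 37 C with compound. Fibrils quantified by 30 uM ThT fluorescence after 1 hr ambient incubation.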
Luc counter: Kinase-Glo luciferase inhibition (counter-screen); Kinase-Glo luciferase, ATP luminescence, 8 min; Potency, µM (highest dose often 38.3 µM), for inactives: at the highest dose activity change, negative = inhibition, hits mostly inhibitors; Q27757; 0.28% of 200,000 active; AID 1379; note: % is set by controls: 0 for no effect and ±100 for the full control effect; nearly all actives have a fitted effect of over 60% in size
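Kinase-Glo luciferase light output from ATP and luciferin was measured with 10 uM ATP, within the enzyme's linear range. Buffer: 50 mM imidazole pH 7.2, 50 mM KCl, 7 mM MgCl2, 0.01% Tween 20, 0.05% BSA; luminescence read after 8 min at ambient temperature.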
KDM4E inh: blocks human JMJD2E demethylase activity. 1.6% of 230,000 active. AID 2147. Potency, µM (series often up to 57.1 µM), inactives show at the top dose activity change, negative = inhibition, actives largely listed as inhibitors. JMJD2E catalytic domain, FDH-coupled NADH fluorescence (FDH is formaldehyde dehydrogenase). B2RXH2; active = well fitted inhibition curve with a large enough effect, not every such curve was filed as active; inconclusive = small, poorly fitted or top-dose-only effect, or another doubt; inactive = no such curve, though single readings can be large or run the other way;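 note: 0% = wells with enzyme and -100% = buffer wells without enzyme; nearly all actives have a fitted effect of over 50% in size; many of its hits are not listed in these tables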
Target sequence (B2RXH2 1-337 limits assumed): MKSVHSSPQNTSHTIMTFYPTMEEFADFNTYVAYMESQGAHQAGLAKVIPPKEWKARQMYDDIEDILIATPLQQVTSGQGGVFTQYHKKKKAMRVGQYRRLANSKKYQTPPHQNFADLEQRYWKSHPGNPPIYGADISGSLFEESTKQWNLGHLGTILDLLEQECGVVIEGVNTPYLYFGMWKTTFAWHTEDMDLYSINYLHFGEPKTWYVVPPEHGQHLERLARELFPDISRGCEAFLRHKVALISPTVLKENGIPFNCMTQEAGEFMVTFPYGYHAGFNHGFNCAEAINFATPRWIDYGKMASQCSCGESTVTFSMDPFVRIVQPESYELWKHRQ
L3MBTL1 inh: inhibitors of human L3MBTL1 | Q9Y468 | AlphaScreen L3MBTL1–H3K9me1 peptide binding | Potency, µM (titrated, usually from 57.1 µM), inactives show at the top dose activity, negative = inhibition, actives largely listed as inhibitors | 0.66% of 230,000 active | AID 485360; note: % is set by controls: 0 for no effect and ±100 for the full control effect; nearly all actives have a fitted effect of over 60% in size
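L3MBTL1 (50 nM) pre-complexed 30 min with biotinylated H3(1-15)K9me1 peptide (75 nM), then compounds added for 30 min at room temperature; AlphaScreen streptavidin donor/nickel chelate acceptor beads (10 ug/mL final) read after 30 min dark incubation.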
ALDH1A1 block: blocks purified human ALDH1A1 activity. P00352. Purified ALDH1A1, NADH fluorescence, propionaldehyde substrate. Potency, µM (doses to about 75.3 µM), for inactives: at the highest dose activity, negative = inhibition, usual class: inhibitors. 7.3% of 220,000 active. AID 1030; active = well fitted inhibition curve with a large enough effect, not every such curve was filed as active; inconclusive = small, poorly fitted or top-dose-only effect, or another doubt; inactive = no such curve, though single readings can be large or run the other way;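 note: plate controls were no enzyme wells and a reference inhibitor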
Lamin A splicing: changes lamin A minigene splicing in HeLa cells | HeLa LMNA splicing GFP/RFP minigene ratio, 48 h | Potency, µM (doses to about 46.1 µM), without a hit: top-dose ratio change, negative = inhibition, actives largely listed as inhibitors | 0.01% of 200,000 active | AID 1487; active = well fitted inhibition curve with a large enough effect in the signal ratio, with a control signal flat, not every such curve was filed as active; inconclusive = small, poorly fitted or top-dose-only effect, or effect the other way, or a change in a side signal; the % refers to the signal ratio; note: % is set by controls: 0 for no effect and ±100 for the full control effect
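Read-out is the ratio of GFP to DsRed2 object intensity, acquired by 488 nm laser-scanning cytometry on HeLa lamin A-EGFP minigene reporter cells. Compound incubation 48 hrs at 37 °C in Opti-MEM with 2% FBS; DMSO 0.5% final.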
Numbers without * were called inactive; i = inactive; ? = inconclusive; · = not tested or not shown; & = joins results of further samples; [ ] = remark or other dose. Unless noted, calls come from the whole dose curve; as a rule, active = well fitted curve in the direction sought with a large enough effect; inconclusive = small, poorly fitted or top-dose-only effect, or another doubt; inactive = no such curve, though single readings can be large; an effect the other way counts as inactive or inconclusive. Potency is the fitted concentration of half-maximal effect.

SMILES	SMN2 splice enh	RECQ1 inh	Tau ThT inhib	Luc counter	KDM4E inh	L3MBTL1 inh	ALDH1A1 block	Lamin A splicing
CCc1ccc(C(=O)CN(C#N)c2nc(C)cc(C)n2)cc1	-16%	i	?	-2%	-5%	-11%	-6%	?
Cc1ccn2c(NCc3ccc4c(c3)OCO4)c(-c3ccc(O)cc3)nc2c1	7%	9%	-3%	-3%	?	·	?	-4%
Cc1ccc(S(=O)(=O)n2nccc2-c2c(-c3ccc(Cl)cc3)noc2C)cc1	·	2%	-9%	·	-1%	20%	?	·
O=c1c2ccccc2[nH]c(=S)n1Cc1cccs1	10%	0%	3%	-3%	8%	0%	-3%	-5%
O=C(NCc1cccnc1)/C(=C\c1ccc(-c2ccc(Cl)c(Cl)c2)o1)S(=O)(=O)c1ccccc1	-88%[inhibitor]	-3%	11%	5%	-2%	-5%	-3%	?
CCCS(=O)(=O)N1CCN(C(=O)c2cccs2)CC1	-2%	-3%	-6%	2%	8%	?	4%	-8%
O=C(COc1ccc(/C=N/NC(=O)CSCc2ccc([N+](=O)[O-])cc2)cc1)NCc1ccco1	-26%	-15%	?	0%	-15%	-12%	?	?
C(=C\c1ccccc1)/C=N/N1CCN(Cc2ccccc2)CC1	12%	-2%	-15%	3%	-5%	-16%	-12%	-9%[46 µM]
CCN(C(=O)CSc1ncn[nH]1)C1CCCCC1	-5%	-6%	-10%	-7%	2%	·	-4%	15%
O=C(Cn1nnc(-c2cccc(C(F)(F)F)c2)n1)N1CCOCC1	-3%	-5%	-6%	1%	0%	5%	6%	?
O=C(CCCc1nc(-c2ccccc2Cl)no1)NC1CCCCC1	-14%	6%	-9%	0%	2%	·	-3%	-10%
COC(=O)[C@@]1(Cc2ccc(F)cc2)[C@H]2c3cc(C(=O)N4CCCC4)n(CCO)c3C[C@H]2CN1C(=O)c1ccccc1	-7%&6%	4%	-10%&-5%	1%&-6%	2%&5%	-2%	5%	12%
O=C(NNC(=O)c1cccs1)c1ccncc1	0%	5%	3%	-1%	6%	13%	9%	1%[46 µM]
OC[C@@H]1[C@@H](c2ccc(Cl)cc2)C(c2ccc(F)cc2)=NN1c1ccccc1	·	-19%[81.1 µM]	-23%[81.4 µM]	1%[39.9 µM]	·	80%[activator]	?	·
CNC(=S)N/N=C/c1ccco1	·	-12%	-8%	·	-3%	9%	·	·
CC(C)n1c(SC2CCOC2=O)nc2ccccc21 (configuration not stated)	?	i	-11%	-3%	0%	·	10%	6%
CCc1nc(OCc2ccco2)c2sc3nc4c(cc3c2n1)COC(C)(C)C4	·	27%	?	-3%	?	·	?	11%
Cc1ccc(C)c(/C=N/Nc2ccccn2)c1	19%	1%	-17%	2%	7%	1%	10%	-6%[46 µM]
CCOC(=O)c1c(C2CCN(C(=O)OCC)CC2)nc2ccccn12	-7%	-11%	-9%	1%	-8%	9%	?	-2%
Cc1cc(C)n(C(=O)c2ccc(C)c(F)c2F)n1	-1%	0%	-5%	3%	5%	14%	13%	-12%
O=C(NC1CCCCCCC1)C1CCN(c2nc3ccccc3o2)CC1	-73%[inhibitor]	i	-16%	-2%	-17%	-3%	-5%	?
CN(/N=C/c1cc([N+](=O)[O-])ccc1O)c1ccccc1	?	0%	?	-1%	2%	6%	1%	?
COc1cccc2sc(NNC(=O)COc3ccccc3)nc12	5%	i	-9%	-1%	21%	?	-4%	-3%[46 µM]
COc1ccc(NC(=O)NCCCN2CCCC2=O)cc1	?	0%	-18%	3%	-2%	5%	-5%	-16%
CCOC(=O)c1sc(SC)c2c1CCCC2=O	·	-1%	-7%	·	7%	7%	-8%	-7%[46 µM]
Cn1cc(C(=O)N2CCN(C(=O)c3ccco3)CC2)c2c3ccccc3n(C)c2c1=O	10%	-1%	-13%	-2%	?	1%	?	5%
CC12CCC(C(=O)N3CCC(Cc4ccccc4)CC3)(C(=O)C1=O)C2(C)C (configuration not stated)	4%	-12%	-12%	0%	-4%	-4%	?	?
CCN(CC)S(=O)(=O)c1cccc(NC(=O)c2cncc(Br)c2)c1	3%	-2%	-1%	1%	-6%	-3%	-2%	-15%[46 µM]
N/C(=N\OC(=O)c1cccc(Cn2cc(C(F)(F)F)ccc2=O)c1)c1ccc(Cl)cc1	·	-5%	-5%	·	8%	8%	1%	·
CC(C)[C@H](NC(=O)c1ccccc1)C(=O)OCC(=O)N1CCN(C(=O)c2ccco2)CC1	2%	i	-4%	-1%	-2%	·	-13%	·
CC(C)(C)c1ccc(C(=O)Nn2c(CCC(=O)O)ccc2-c2cccs2)cc1	-5%	i	2%	-5%	-21%	·	?	-28%
COc1ccc(C2CC(c3ccc4ccccc4c3)=NN2C(=O)CN2CCC(C(N)=O)CC2)cc1 (configuration not stated)	-102%[inhibitor]	4%	-6%	-2%	?	-13%	?	-27%[46 µM]
COc1ccc(C)cc1NC(=O)C1CCCCC1C(=O)O (configuration not stated)	·	-6%	-6%	·	1%	9%	4%	-7%
COC(=O)c1ccc(N2C(=O)C3CC(C)=C(C)CC3C2=O)cc1 (configuration not stated)	-8%	-1%	-4%	1%	2%	14%	5%	-3%[46 µM]
O=C1c2cccc3cccc(c23)C(=O)N1CCCc1n[nH]c(=S)n1-c1ccccc1	-1%	i	-6%	-3%	-19%	6%	-14%	-11%[46 µM]
CCn1c(SCC(=O)Nc2cc(C)on2)nnc1-c1ccncc1	-1%	-5%	-12%	-1%	-8%	3%	-6%	8%
O=C(CN(C(=O)CCC(=O)Nc1ccccn1)c1ccc2c(c1)OCO2)NCc1ccco1	-2%	0%	-10%	3%	7%	-11%	-16%	5%
Cn1c(=O)c2cc(S(=O)(=O)NCCC(=O)Nc3ccc(Cl)cc3)ccc2n(C)c1=O	5%	-6%	-1%	-1%	-2%	6%	0%	4%
Nc1ccc(C(=O)Nc2ccc3nc(-c4cccnc4)[nH]c3c2)cc1	13%	-1%	?	-3%	-11%	-1%	4%	?
Cc1ccc(S(=O)(=O)N2CCCSCC2)cc1	2%	i	-5%	-5%	-5%	7%	-4%	?
CC(OCC(O)CN(C)Cc1nc2ccccc2c(=O)[nH]1)c1ccc(Cl)cc1 (configuration not stated)	-16%	i	-6%	-4%	5%	51%[activator]	-4%	?
CCOC(=O)C1=C(c2ccccc2)NC(SCC(N)=O)=C(C#N)C1c1cccnc1 (configuration not stated)	?	7%	-10%	-3%	-4%	·	4%	-1%
CC(C)C[C@@H](CC(=O)N[C@@H](CCC(=O)O)CC(=O)O)NC(=O)[C@@H]1CCCC[C@H]1NC(=O)C[C@@H](NC(=O)C[C@H](Cc1ccccc1)NC(=O)[C@@H]1CNCC[C@H]1N)C(C)C	-5%	-17%	4%	1%	-6%	·	1%	·
CCCCc1cc2c(cn1)=C(OC(=O)c1cccs1)C(C)(OC(=O)CC)C(=O)C=2 (configuration not stated)	13%[9.22 µM]	5%[11.5 µM]	-5%[11.5 µM]	-8%[7.66 µM]	-2%[11.4 µM]	·	3.2µM*	?
Cc1ccc(Cn2c(-c3nonc3N)nc3ccccc32)cc1	-10%	i	-7%	-2%	-2%	1%	15%	10%
CCSC1=NCCN1S(=O)(=O)c1ccc(NC(C)=O)cc1	-8%	i	2%	-1%	-5%	·	-4%	·
COC(=O)CSc1nnc(-c2ccc(S(=O)(=O)NCc3cccs3)cc2)o1	11%	-1%	-6%	-2%	-12%	8%	0%	2%
Cc1cccn2c(=O)c(/C=C(\C#N)S(=O)(=O)c3ccccc3)c(N3CCN(C)CC3)nc12	-3%	-9%	-16%	-3%	-93%	-5%	11µM*	1%
O=C1c2cccc3cccc(c23)C(=O)N1Cc1ccccc1	·	i	5%	4%	2%	10%	4%	?
Cc1cccc(NC(=O)C(c2ccccc2Cl)N2CCOCC2)c1 (configuration not stated)	·	0%	-3%	4%	8%	·	25µM*	·
O=C1NC(=O)/C(=C\c2ccc(Cl)nc2)S1	·	i	-3%	0%	5%	·	0%	·
COc1ccc(OCC(=O)Nc2ccccc2C(=O)NC(C)C)cc1	-11%	i	13%	0%	0%	-13%	?	·
NC(=O)CN1CCN(S(=O)(=O)c2ccc(Br)cc2)CC1	·	-7%	-4%	0%	-1%	·	26%	21%[46 µM]
CC(C)Oc1ccc(C2CC(=O)N(c3ccc(C(=O)O)cc3)C2=O)cc1 (configuration not stated)	·	10%	-13%	-1%	-5%	9%	16%	?
Cc1nc(C/C(=N\N)c2ccc(O)cc2O)cs1	17%	-8%	?	1%	?	-3%	?	6%[46 µM]
Cc1nc2ccccc2nc(=O)c1NNc1ccc([N+](=O)[O-])cc1	·	-14%	11µM*	·	-3%	13%	-3%	·
O=C(NCc1ccccc1)C1(c2ccccc2)CCN(S(=O)(=O)c2ccccc2)CC1	-3%	-5%	-20%	-4%	4%	·	8.9µM*	2%
NC(C(=O)N[C@@H]1C(=O)N2C(C(=O)O)=C(Cl)CS[C@H]12)c1ccccc1 (some centres not stated)	-10%	-16%	28µM*	-3%	?	·	?	?
CN(CCO)c1cc(N2CCC3(CC2)OCCO3)c2nonc2c1[N+](=O)[O-]	-24%	-4%	?	-1%	-11%	5%	-7%	-10%
O=C(NCC1CCCO1)c1cncc(Br)c1 (configuration not stated)	-14%	2%	2%	-2%	-7%	12%	0%	-5%[46 µM]

These rows are one share of the data, so the mix of outcomes need not match the whole.
